High-throughput results as filed in PubChem.
LmPK inh: qHTS Assay for Inhibitors of Leishmania Mexicana Pyruvate Kinase (LmPK) | purified LmPK, Kinase-Glo ATP luminescence, 1 h | Potency, µM (highest dose often 57.5 µM), for inactives: at the highest dose activity change, negative = inhibition, most hits filed as inhibitors | hit rate 0.37% among 290,000 | AID 1721, 2009; note: potency is the fitted concentration of half-maximal effect; % is set by controls: 0 for no effect and ±100 for the full control effect
Target sequence (Q27686 whole entry, looked up): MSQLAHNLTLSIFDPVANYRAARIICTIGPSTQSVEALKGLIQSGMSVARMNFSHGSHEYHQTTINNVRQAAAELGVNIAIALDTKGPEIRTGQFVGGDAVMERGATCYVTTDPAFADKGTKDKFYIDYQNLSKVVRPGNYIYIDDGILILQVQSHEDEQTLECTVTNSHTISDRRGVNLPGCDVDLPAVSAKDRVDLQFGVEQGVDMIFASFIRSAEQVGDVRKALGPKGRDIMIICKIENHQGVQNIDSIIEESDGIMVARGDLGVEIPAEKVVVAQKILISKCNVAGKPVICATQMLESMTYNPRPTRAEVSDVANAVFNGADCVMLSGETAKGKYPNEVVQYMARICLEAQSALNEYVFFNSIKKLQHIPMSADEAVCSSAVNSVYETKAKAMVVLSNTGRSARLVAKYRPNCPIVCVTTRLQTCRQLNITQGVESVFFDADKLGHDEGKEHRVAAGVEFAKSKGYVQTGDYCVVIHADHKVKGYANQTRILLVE
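0.1 nM LmPK, 0.5 mM PEP, 0.1 mM ADP; 50 mM imidazole pH 7.2, 7 mM MgCl2, 50 mM KCl; 1 h RT. Kinase-Glo luminescence readout, normalized to no-enzyme (full inhibition) and uninhibited wells.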
Pf growth 96h: Primary qHTS for delayed death inhibitors of the malarial parasite plastid, 96 hour incubation | P. falciparum luciferase reporter growth, 96 h | Potency, µM (top dose mostly 28.7 µM), without a hit: at the top dose activity change, negative = inhibition, actives largely listed as inhibitors | hit rate 6.9% among 320,000; note: potency is the fitted concentration of half-maximal effect; % is set by controls: 0 for no effect and ±100 for the full control effect
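Plates of compound plus infected erythrocytes (2% hematocrit, 0.05% parasitemia final) incubate 96 hours, 37 C, 5% CO2. Detection reagent added; reduced luminescence from the parasites' luciferase reporter flags inhibition.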
Pf growth 48h: Primary qHTS for delayed death inhibitors of the malarial parasite plastid, 48 hour incubation; hit rate 5.9% among 310,000; P. falciparum luciferase growth in erythrocytes, 48 h; Potency, µM (highest dose often 28.7 µM), for inactives: at the highest dose activity change, negative = inhibition, most hits filed as inhibitors; note: potency is the fitted concentration of half-maximal effect; % is set by controls: 0 for no effect and ±100 for the full control effect
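Here the parasites carry a stable luciferase gene and grow inside erythrocytes in Albumax-based RPMI medium with compound for one erythrocytic cycle. Activity is scored as loss of luminescent signal.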
CHX counter: Cycloheximide Counterscreen for Small Molecule Inhibitors of Shiga Toxin; cell reporter, cycloheximide protein synthesis inhibition counterscreen; max response, %; hit rate 12% among 300,000; AID 2314, 2010; in the data active = max response mostly above about 13%, no sharp cut-off; inactive = mostly below about 14%; note: read at 38.3 µM for the half of the compounds with a filed dose; 0% is about no effect
Shiga inhibitor: A qHTS for Small Molecule Inhibitors of Shiga Toxin; AID 2315, 2010; inhibition, % at 38.7 µM; hit rate 9.2% among 290,000; Vero cells, Shiga toxin protein synthesis inhibition reporter; in the data active = inhibition mostly above about 28%, no sharp cut-off; inactive = mostly below about 43%; note: 0% is about no effect
TbPYK inhibitor: qHTS of Trypanosoma Brucei Inhibitors. pyruvate kinase (Trypanosoma brucei), Q57TT1. TbPYK enzyme, Kinase-Glo Plus ATP luminescence, 45 min. Potency, µM (highest dose often 76.8 µM), inactives show top-dose activity, negative = inhibition, actives largely listed as inhibitors. hit rate 0.12% among 410,000. AID 624173, 2012; note: potency is the fitted concentration of half-maximal effect; % is set by controls: 0 for no effect and ±100 for the full control effect; nearly all actives have a fitted effect of over 50% in size
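Activity of T. brucei pyruvate kinase was followed by Kinase-Glo Plus luminescence after the enzyme reacted 45 min at room temperature with 130 uM ADP (final) and substrate. Test compounds were added before ADP at multiple concentrations.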
HCV inh: qHTS Assay for Inhibitors of Hepatitis C Virus (HCV); Huh7.5.1 HCVcc-Cre infection, luciferase reporter, 44 h; Potency, µM (highest dose often 41.8 µM), for the others: at the top dose activity change, negative = inhibition, most hits filed as inhibitors; hit rate 3.4% among 340,000; note: potency is the fitted concentration of half-maximal effect; % is set by controls: 0 for no effect and ±100 for the full control effect
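Compounds are dispensed onto cells plated 4 h earlier at 1,000 per well, with HCVcc-Cre virus (about 0.5 moi) added next. Following 44 h of culture, luminescent signal is measured for 15 sec after 15 min with substrate at room temperature.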
* = called active by the depositor; ? = inconclusive; . = no result given; & = joins results of further samples; [ ] = dose if it differs, or a comment. Unless noted, calls come from the whole dose curve; as a rule, active = well fitted curve in the direction sought with a large enough effect; inconclusive = small, poorly fitted or top-dose-only effect, or another doubt; inactive = no such curve, though single readings can be large; an effect the other way counts as inactive or inconclusive.

SMILES	LmPK inh	Pf growth 96h	Pf growth 48h	CHX counter	Shiga inhibitor	TbPYK inhibitor	HCV inh
COc1ccc(NC(=O)Cn2nc(Cc3cccnc3)c3ccccc3c2=O)cc1OC	-5%	101%[activator]	-13%	-1	8	0%	-6%
COc1cc(OC)cc(-n2nnnc2SCC(=O)Nc2ccc(C(C)=O)cc2)c1	6%	39%[activator]	.	4	-6	1%	-21%
COc1ccccc1[N+](=O)[O-]	.	34%[activator]	26%	.	.	-5%	?
COc1ccccc1Nc1nc(-c2c(C)[nH]c3ccccc23)cs1	-2%	2.3µM*	5.2µM*	8	2	-8%	?
CC(=O)c1cccc(NC(=O)Cn2c(=O)oc3cc(S(=O)(=O)N4CCCC4)ccc32)c1	3%	-2%	-5%	-3	-13	-2%&-8%	0%
COc1ccc(CNC(=O)[C@H](CCSC)NC(=O)N2CCn3c2nc2ccccc23)cc1	9%	2%	?	-3	-2	6%	-1%
O=C(CSCc1ccc([N+](=O)[O-])cc1)NC1CCCCCC1	6%	-2%	-11%	10	4	-4%	-7%
Nn1c(SCc2ccccc2)nnc1-c1ccco1	2%	-13%	37%[activator]	9.3*	2	4%	3%
CCCC[n+]1c(-c2ccc(Cl)cc2Cl)csc1Nc1ccccc1	-2%	1.7µM*	3.7µM*	18	24	0%	?
Cc1cc(C)c2cc(CN(Cc3ccco3)C(=S)NCC3CCCO3)c(=O)[nH]c2c1 (configuration not stated)	8%	?	2.1µM*	1	-1	0%	?
COC(=O)c1ccc(N2CCN(C)CC2)c(NC(=O)c2ccc(Br)o2)c1	3%	10%	?	-2	15	-9%	?
COc1ccc(NC(=O)c2cccc(S(=O)(=O)N3CCOCC3)c2)cc1	2%	-20%	8%	7	29	1%	-16%
COc1cc(OC)cc(OC(=O)C2CCN(S(=O)(=O)c3ccc(OC)c(OC)c3)CC2)c1	.	58%[activator]	2%	.	.	8%	1%
CCOC(=O)C1=C(C)N(CC)C(=S)NC1c1ccc(Cl)cc1 (configuration not stated)	-3%	?	?	-3	-12	-5%	10%
NC(=O)CC(NC(=O)Cc1ccc(Br)cc1)c1ccc(NC2CCCC2)c([N+](=O)[O-])c1 (configuration not stated)	3%	-2%	4%	-4	15	-3%	32%[activator]
O=c1cc(-c2ccco2)oc2c1ccc1ccccc12	5%	71%[activator]	.	3	24	-1%	?
CCOC(=O)c1ccc(N/C=C/C(=O)c2ccc(OC)c(OC)c2)cc1	1%	-10%	-12%	14	58*	4%	-25%
CCOC(=O)c1c(-c2ccc(C)o2)csc1NC(=O)CSc1nnnn1-c1ccccc1	-8%	.	?	6	14	?	1.8µM*
COc1ccccc1NC(=O)c1c(NC(=O)CCC(=O)O)sc2c1CCCCC2	-8%	?	?	-2	12	-9%	0%
Cc1cc(C)n2nc(SCc3cccc(F)c3)nc2n1	4%	?	-3%	2	26	10%	7%
Cc1cc(CN2CCCC(C(=O)Nc3ccc(-c4nc5ccccc5[nH]4)cc3)C2)n[nH]1 (configuration not stated)	2%	7%	?	29*	42	12%	-15%
O=C(O)Cc1ccc(NC(=O)c2cccs2)cc1	-3%	.	-12%	-2	34	7%	6%
CCOCCOC(=O)c1ccc(-n2cnc(C)n2)nc1	-1%	44%[activator]	0%	-1	-17	-5%	9%
CCOCCCNC(=O)CCSc1ccc(C)cc1	4%	-17%	23%	1	16	10%	0%
O=C(OC[C@@H](O)CO)c1ccccc1Nc1ccnc2cc(Cl)ccc12	.	1.6µM*	?	.	.	-7%[33.2 µM]	.
CCN(CC)Cc1c(O)ccc2c(=O)c(-c3ccccc3Cl)coc12	-6%	372%[activator]	-7%	0	-7	-12%	17%
O=C(CCC1CCN(Cc2ccccc2Cl)CC1)NC1CC1	0%	?	18%	-3	-5	2%	19%
O=C(Cn1ccc2cc(S(=O)(=O)N3CCCCC3)ccc21)NCc1ccccc1F	2%	17%	?	8	9	-5%	-23%
Nc1nnc(CCCCCCCCCCc2nnc(N)s2)s1	-8%	?	?	1	-8	-4%	?
CCc1cc2c(SCC(=O)c3ccc(C)cc3)ncnc2s1	5%	?	25%	-3	9	0%	9%

A draw from above in order of count of non-hydrogen atoms, rising:
SMILES	LmPK inh	Pf growth 96h	Pf growth 48h	CHX counter	Shiga inhibitor	TbPYK inhibitor	HCV inh
CCOCCCNC(=O)CCSc1ccc(C)cc1	4%	-17%	23%	1	16	10%	0%
CCc1cc2c(SCC(=O)c3ccc(C)cc3)ncnc2s1	5%	?	25%	-3	9	0%	9%
CCOC(=O)c1ccc(N/C=C/C(=O)c2ccc(OC)c(OC)c2)cc1	1%	-10%	-12%	14	58*	4%	-25%

Next part
SMILES	LmPK inh	Pf growth 96h	Pf growth 48h	CHX counter	Shiga inhibitor	TbPYK inhibitor	HCV inh
COc1ccc(NC(=O)C(NC(=O)c2ccccc2)C(C)C)cc1 (configuration not stated)	4%	56%[activator]	.	9	-14	3%	-5%
CC1CCN(c2c(NCC3CCC(C(=O)Nc4ccccn4)CC3)c(=O)c2=O)CC1 (configuration not stated)	1%	?	-11%	-4	-14	0%	-1%[8.37 µM]
O=C(/C=C/c1cccs1)c1cc(Cl)ccc1O	-5%	-5%	?	7	4	-1%	-17%
CCOC(=O)Cc1csc(NC(=O)c2cccc(N3C(=O)CCC3=O)c2)n1	-6%	.	11%	-2	-19	5%	7%
COc1ccc(/C=C2\SC(=S)N(CCC(=O)Nc3cccc(O)c3)C2=O)cc1	-4%	-9%	38%[activator]	39*	62*	-1%	6%
C=CCSc1nc2ccccc2c2nc(-c3ccccc3)nn12	1%	5%	5%	6	4	-2%	?
COc1cccc(-c2c(C(=O)N/N=C/c3ccoc3)nnn2-c2nonc2N)c1	0%	?	?	-3	2	-16%	10%
CCOC(=O)N1CCN(C(=O)CN(c2cccc(C)c2)S(=O)(=O)c2ccc(C)cc2)CC1	-1%	3%	?	-2	-15	4%	0%&20%
COc1ccc2[nH]c(C(=O)O)c(CCN3C(=O)c4cccc([N+](=O)[O-])c4C3=O)c2c1	4%	11%	31%[activator]	0	-3	2%	2%
O=C(CSc1ncn(-c2ccccc2)n1)Nc1ccc(Br)cn1	5%	?	13%	3	-3	.	18%
Cn1c(SCC(=O)n2c3c(c4ccccc42)CCCC3)nnc1-c1ccccc1	-1%	?	.	-2	4	.	6%
COc1ccccc1CNC(=O)COC(=O)c1nc(Cl)ccc1Cl	.	59%[activator]	12%	.	.	-1%	13%
Cc1cc(C)nc(SCc2cn3cc(Cl)ccc3n2)n1	-2%	-67%	34%[activator]	7	45	-4%	3%
CCOC(=O)N1CCN(CC(O)COC2CC(C)CC(C)(C)C2)CC1 (configuration not stated)	6%	21%	8%	9	14	-15%	17%
COc1ccc(C)c(S(=O)(=O)Nc2ccc(OCC(=O)O)cc2)c1	0%	?	.	-2	-9	-11%	15%
Cc1cccn2cc(-c3ccc(F)cc3)nc12	16µM*	354%[activator]	183%[activator]	39*	71*	-12%	-16%
CC(O)C(O)C(O)C(O)C1NCCS1 (configuration not stated)	1%	-3%[5.75 µM]	9%	1	-16	7%	19%
CCN(CC)CCCN=Cc1c(O)n(-c2ccccc2C)c(=O)c2ccccc12	0%	?	?	-1	-7	-5%	15%
CCNC(=O)NC(=O)CSc1nc2ccccc2n1CC(C)C	-3%	35%[activator]	1%	-3	-17	2%	-6%
Cc1ccc(CNC(=O)Cn2c(=O)c3sccc3n(Cc3cccc([N+](=O)[O-])c3)c2=O)cc1	4%	8.3µM*	?	4	-8	.	-19%
O=[N+]([O-])c1ccc(N2CCN(c3ccc(Cl)nn3)CC2)c(Cl)c1	-2%	.	17%	-1	-10	3%	-2%
O=C(CSc1nnc(Cn2c(=O)sc3ccccc32)n1-c1ccccc1)NCc1ccco1	5%	61%[activator]	-4%	-1	4	-25%	-2%
CCn1c(SCC(=O)Nc2nc(C)c(C(=O)OC)s2)nnc1C(C)C	2%	20%	-6%	1	10	-2%	1%
Cc1ccc(C)c(NC(=O)CCc2ccc(C)o2)c1	3%	?	6%	-3	-11	8%	-1%
CCn1cc(S(=O)(=O)c2cccc(C)c2)c(=O)c2cc(F)c(N3CCN(C)CC3)cc21	-2%	?	?	-2	5	11%	-8%
CCOC(=O)c1c[nH]n(-c2ccc(C)cc2)c1=O	7%	-13%	-3%[5.75 µM]	21*	48*	-21%	3%
CCCCN(C(=O)NC(=O)Nc1cc(C)ccc1C)S(C)(=O)=O	3%	-13%	.	-2	12	-5%	-7%
CC1(NC(=O)CCS(=O)(=O)c2ccc(Cl)cc2)CCS(=O)(=O)C1 (configuration not stated)	.	-30%	5%	.	.	-2%	15%
CC1OC(OCC2OC(Oc3c(-c4ccc(O)cc4)oc4cc(O)cc(O)c4c3=O)C(O)C(O)C2O)C(O)C(O)C1O (configuration not stated)	5%	16%	37%[activator]	-3	-11	-6%	3%
COc1ccc2nc(SCC(=O)Nc3nccs3)[nH]c2c1	2%	173%[activator]	14%	20*	43*	3%	14%
CCOc1ccc(CCN2C(=O)CCC2(C)C(=O)NC(C)CC)cc1OCC (configuration not stated)	0%	-9%	-6%	7	-7	3%	.
O=C(CSc1nc(=O)n2ccccc2n1)Nc1ccc2c(c1)OCCO2	.	14%	39%[activator]	.	.	1%	-17%
O=C(O)c1cccc(S(=O)(=O)Nc2ccc([N+](=O)[O-])cc2O)c1	3%	49%[activator]	7%	-3	-12	0%	18%
NC(=S)N/N=C\c1ccccc1OCc1ccccc1	0%	?	-11%	-3	-16	6%	?
CC1CN(S(=O)(=O)c2cc(C(=O)N(CCc3ccccc3)Cc3ccccc3)ccc2Cl)CC(C)O1 (configuration not stated)	.	5.2µM*	5.2µM*	.	.	0%	?
CCOC(=O)CN1C(=O)c2ccccc2Sc2ncccc21	5%	34%[activator]	31%	18	38	2%&4%	11%
O=C(C1=C(O)C(=O)N(CCCn2ccnc2)C1c1ccc(F)cc1)c1ccco1 (configuration not stated)	-6%	29%	16%	-2	-35	.	.
C[C@@]1([C@@H](NP(=O)(c2ccccc2)c2ccccc2)c2ccccc2)C[C@H]1CCO	3%	?	-30%	-5	-13	0%	-2%
CC1CCCCC1NC(=O)c1cccc(S(=O)(=O)N2CCN(C)CC2)c1 (configuration not stated)	.	17%	1%	.	.	-7%	23%
COc1ccc(-n2c(Cc3cccn3C)nnc2SCC(=O)Nc2cc(Cl)ccc2OC)cc1	-4%	?	10µM*	-2	-1	-1%	-18%&-10%
O=C1NC[C@H](Cc2ccc(O)cc2)N(CC2CCCCC2)C1=O	-3%	-11%	?	-6	-3	4%	2%
CC(=O)n1cc(/C=N/NC(N)=S)c2ccccc21	14%	-5%	0%	17	-12	-2%	-20%
COCC(=O)N1CCCC(N(C)CCc2ccc(OC)c(OC)c2)C1 (configuration not stated)	4%	138%[activator]	3%	18*	.	-22%	9%
COc1ccccc1NC(=O)c1cnc(SC)nc1	-2%	12%	26%	-1	.	1%	12%
C=CCn1c(-c2cccs2)nc2ccccc21	-17%	4%	9%	16*	23*	0%	?
